# Bioassay records deposited in PubChem by Broad Institute.
# ERp5 block: blocks human ERp5 reductase activity on insulin; Q15084; ERp5 insulin aggregation, absorbance 650 nm, 90 min; inhibition, % at 9.99 µM; 350,000 compounds, 0.05% hits; AID 651711;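 active = mean replicate inhibition above about 25%, with every replicate also reaching it, limit read from the data, passing the limit was not always enough; inconclusive = only one of those two criteria met; inactive = neither criterion met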
# RAD54 inh: inhibitors of human RAD54 branch migration; Q92698; RAD54 Holliday junction branch migration, FAM/BHQ fluorescence; inhibition, % at 10.4 µM; 360,000 compounds, 0.14% hits;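 active = mean normalized replicate activity at least 40 and at least half of replicates scoring 40 or more; inconclusive = only one of the two criteria met; inactive = mean below 40 and under half of replicates reaching 40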;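 note: 0% = median of neutral control wells and 100% = median of positive control wells; inhibitors cause a drop in the FAM fluorescence signal; in these data hits start at about 50%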
# E-sel inducer: E-selectin induction on HUVECs; P16581; HUVEC E-selectin immunofluorescence imaging; normalized: neutral wells 0, TNF-alpha wells 100; activation, % at 7.58 µM; 260,000 compounds, 0.37% hits; AID 686992;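 active = mean E-selectin-positive cell signal at least 10% of the positive control, reached in at least 60% of replicates, without over 20% cell loss; inconclusive = no rule given, readout overlaps actives, possibly toxicity-flagged; inactive = the rest, including those meeting only one limit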;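 note: in these data hits start at about 27%; measured in HUVEC primary endothelial cells; signal is the percent of cells scored E-selectin positive by PE staining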
#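 Test system: HUVEC; input: 3,000 HUVEC/well; measured by: immunofluorescence imaging; read-out: % PE-positive cells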
# S100A4 inh HTS: blocks human S100A4 binding to myosin IIA peptide. S100A4/TAMRA-MyoIIA peptide fluorescence polarization. inhibition, % at 10.7 µM. 360,000 compounds, 0.14% hits. AID 652163;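 active = mean inhibition of at least 70% across replicates, with every replicate also reaching that level; inconclusive = mean inhibition reaches 70% but some replicates fall short; inactive = mean inhibition below 70%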
# Target sequence (P26447 whole entry, looked up): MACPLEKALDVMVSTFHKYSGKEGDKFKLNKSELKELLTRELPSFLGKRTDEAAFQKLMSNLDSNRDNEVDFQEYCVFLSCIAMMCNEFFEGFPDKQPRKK
#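 Test system: S100A4 monomer protein. Medium: HEPES buffer with Ca2+, pH 7.2. Reagent: fluorescent myosin IIA peptide, 5 nM. Compound dosing: single-point compound testing. Timing: 5 min between mix addition and reading. Benchmarks: DMSO neutral and TFP positive wells.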
# RAD52 inh: blocks human RAD52 DNA annealing. 360,000 compounds, 0.46% hits. inhibition, % at 18.7 µM. recombinant RAD52 DNA annealing, FRET fluorescence;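 active = every replicate showing at least 50% inhibition; inconclusive = mean inhibition at least 50% but not in every replicate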
# Target sequence (P43351 whole entry, looked up): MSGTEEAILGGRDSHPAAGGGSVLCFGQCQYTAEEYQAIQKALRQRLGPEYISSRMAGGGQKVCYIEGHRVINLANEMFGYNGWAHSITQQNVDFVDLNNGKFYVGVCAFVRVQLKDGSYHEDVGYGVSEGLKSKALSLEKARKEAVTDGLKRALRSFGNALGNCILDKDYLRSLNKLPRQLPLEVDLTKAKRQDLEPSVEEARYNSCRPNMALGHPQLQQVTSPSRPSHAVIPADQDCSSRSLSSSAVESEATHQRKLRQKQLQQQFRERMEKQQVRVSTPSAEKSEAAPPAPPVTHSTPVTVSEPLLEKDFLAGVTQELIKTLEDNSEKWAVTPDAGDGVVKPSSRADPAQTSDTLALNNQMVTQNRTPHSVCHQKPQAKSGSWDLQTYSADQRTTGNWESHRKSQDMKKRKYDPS
# Xi reactivation: X-chromosome reactivation activator | XiGFP mouse fibroblasts, % GFP-positive cells imaging, 3 d; cells co-treated with 5-aza-dC sensitizer; scaled so ellipticine positive control = 100% | activation, % at 7.58 µM | 360,000 compounds, 0.055% hits;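 active = mean normalized replicate activation at least 10% and every replicate at or above 10%; inconclusive = only one of the two criteria met; inactive = mean below 10% and not all replicates reach 10%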;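 note: 0% = median of on-plate neutral control wells and 100% = ellipticine 6 µM median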
#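 System: SV40-immortalized XiGFP fibroblast cells, line 68-5-11 / Incubation: 3-day compound exposure, then 15 min fixation at room temperature / Compound: single concentration per compound, delivered by pin transfer / Buffer or medium: DMEM plus 5-aza-dC sensitizer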
# ERAP1 HTS inh: inhibitors of human ERAP1 aminopeptidase; recombinant ERAP1, Leu-AMC fluorescence, 60 min; 340,000 compounds, 0.15% hits; inhibition, % at 10.7 µM; AID 652197; Q9NZ08;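 active = mean replicate inhibition of at least 30%, or all replicates individually reaching that 30% level; inactive = mean below 30% and not every replicate reaching it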;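 note: 0% = neutral control wells and 100% = L-leucinethiol positive control wells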
# esBAF inh: SWI/SNF esBAF complex inhibition; mouse ES cells, Bmi1-luciferase knock-in reporter, 24 h; 100% = twice the neutral-well signal; reporter increase, % at 12.5 µM; 350,000 compounds, 2% hits; in the data active = activation above about 40%; inconclusive = no clear call, values can overlap the other calls;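 note: 0% = median of the plate's neutral control wells and 100% = double that signal; a rise in the Bmi1 reporter signal indicates esBAF inhibition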
# Starred values were filed as active, the others as inactive; ? = inconclusive; . = no result given.
no.	Molecule	Xi reactivation	RAD54 inh	esBAF inh	RAD52 inh
1	COc1ccc2c(C)nc(Nc3nc(-c4ccccc4)cc(=O)[nH]3)nc2c1	-0.3	-1	-62	-16
2	CCCNC(=O)[C@H]1[C@H](CO)[C@H]2Cn3c(cccc3=O)[C@@H]1N2C(=O)C1CCCC1	0.2	-5	4	-15
3	Cc1ccc(-n2[nH]c(C)c(C=NCc3ccncc3)c2=O)cc1	-0.1	0	36	-8
4	Cc1noc(C)c1NC(=O)N(C)C[C@@H]1Oc2ccc(NS(C)(=O)=O)cc2C(=O)N([C@@H](C)CO)C[C@@H]1C	0.7	0	2	0
5	CC(C)CCNC(=O)C(=O)NCc1ccccc1	0.0	.	.	-15
6	O=C(Nc1cccc(C(F)(F)F)c1)c1cccnn1	-0.1	1	10	3
7	Cc1nc(CCNC(=O)CC2C(=O)NCCN2Cc2ccccc2)nc2c1CCC2 (configuration not stated)	0.0	17	2	-6
8	C/C=C/c1ccccc1[C@@H]1[C@@H](CO)N(C(=O)NC2CCCCC2)[C@H]1C#N	0.0	.	.	-2
9	C[C@H]1CN([C@@H](C)CO)C(=O)Cc2cc(NS(=O)(=O)c3ccc(Cl)cc3)ccc2O[C@H]1CN(C)S(=O)(=O)c1cccs1	0.1	5	-4	6
10	C[C@H](CO)N1C[C@H](C)[C@@H](CN(C)C(=O)Cc2cccnc2)Oc2ncc(-c3ccccc3)cc2C1=O	-0.7	-3	.	6
11	CCOc1ccc(NS(=O)(=O)c2ccc3[nH]c(=O)cc(C(=O)O)c3c2)cc1	0.0	.	.	-2
12	Nc1c(-c2ccccc2)c(CSc2nc3ccccc3[nH]2)nn1-c1ccc(Cl)cc1	0.3	.	.	-14
13	O=C(C[C@@H]1CC[C@H](NC(=O)c2ccncc2)[C@H](CO)O1)Nc1ccccc1	-0.3	5	3	-9
14	N#C[C@@H]1[C@H](c2ccccc2-c2cccc(F)c2)[C@@H](CO)N1C(=O)C1CCC1	0.2	.	.	9
15	COc1ccc(N(C)C(=O)C2CCN(S(=O)(=O)c3cccc4nsnc34)CC2)cc1	0.1	11	0	-8

no.	S100A4 inh HTS	E-sel inducer	ERAP1 HTS inh	ERp5 block
1	2	.	1	-2
2	38	-0.2	2	-1
3	2	.	-7	7
4	1	.	-1	1
5	3	-0.1	1	-2
6	0	-0.1	-2	4
7	-1	0.0	3	6
8	14	-0.1	-4	-1
9	1	1.0	2	-5
10	-12	-0.1	-3	2
11	0	.	-3	4
12	1	0.4	-1	-24
13	2	0.4	3	-7
14	0	0.1	0	7
15	1	-0.2	1	7

# Results in sequence from above.
# Nos. 7–13 in Xi reactivation read 0.0, 0.0, 0.1, -0.7, 0.0, 0.3, -0.3
# Nos. 7–13 in S100A4 inh HTS read -1, 14, 1, -12, 0, 1, 2

# Grouped by structure, the compounds so far containing a halogen.
no.	Molecule	Xi reactivation	RAD54 inh	esBAF inh	RAD52 inh
6	O=C(Nc1cccc(C(F)(F)F)c1)c1cccnn1	-0.1	1	10	3
9	C[C@H]1CN([C@@H](C)CO)C(=O)Cc2cc(NS(=O)(=O)c3ccc(Cl)cc3)ccc2O[C@H]1CN(C)S(=O)(=O)c1cccs1	0.1	5	-4	6
12	Nc1c(-c2ccccc2)c(CSc2nc3ccccc3[nH]2)nn1-c1ccc(Cl)cc1	0.3	.	.	-14
14	N#C[C@@H]1[C@H](c2ccccc2-c2cccc(F)c2)[C@@H](CO)N1C(=O)C1CCC1	0.2	.	.	9

no.	S100A4 inh HTS	E-sel inducer	ERAP1 HTS inh	ERp5 block
6	0	-0.1	-2	4
9	1	1.0	2	-5
12	1	0.4	-1	-24
14	0	0.1	0	7

# The results go on.
no.	Molecule	Xi reactivation	RAD54 inh	esBAF inh	RAD52 inh
16	CN1CCN(c2cc(=O)n(C3CCCCC3)c(=O)[nH]2)CC1	0.2	9	-7	-17
17	Cn1c(-c2ccccc2)c(C(=O)CC#N)c2ccccc21	-0.6	.	.	-189
18	Fc1ccc(N2C(=S)SC(=Nc3ccccc3)C2=Nc2ccccc2)cc1	0.3	.	.	-17
19	COC(=O)c1cc(S(=O)(=O)NCC2CCN(Cc3ccc(F)cc3)CC2)c[nH]1	0.0	9	0	-39
20	COc1ccc(OCCCN(C)Cc2ccccc2)cc1	0.3	6	-4	-3
21	COc1c(OC)c2[nH]c(=O)cc3c4ccccc4n(c1=O)c23	.	18	-2	-12
22	COc1cccc(NC(=O)COC(=O)C2CC(=O)N(c3ccc(C)cc3)C2)c1 (configuration not stated)	0.0	0	-10	-21
23	Cc1nn2c(N)c(-c3ccccc3)cnc2c1-c1ccc(Cl)cc1	0.3	-4	?	-19
24	C=CCn1c(SCC(N)=O)nc2scc(-c3ccc(C)o3)c2c1=O	0.3	-4	.	-6
25	c1ccc(C2[C@H]3CN(CC4CCCCC4)[C@H](c4ccccc4)C34CC2(c2ccccc2)C4)cc1 (some centres not stated)	0.0	-10	15	-6
26	Clc1ccc(-c2c[n+](Cc3ccc(Cl)cc3Cl)c3n2CCCCC3)cc1	-0.1	.	.	28
27	C/C(=N/NC(=O)CSc1nc2ccccc2n1C)c1ccncc1	0.3	.	.	-7
28	C=C(C)c1cccc(C(C)(C)NC(=O)N2CCN(c3ccccc3)CC2)c1	0.3	.	.	0
29	COc1ccc(S(=O)(=O)Nc2ccc3c(c2)C(=O)N([C@H](C)CO)C[C@@H](C)[C@@H](CN(C)Cc2ccccc2)OCCCC[C@H](C)O3)cc1	0.9	-1	-10	.
30	COC1=CC(=O)OC(c2ccc(OC)cc2)C1 (configuration not stated)	0.3	-4	-3	-17
31	COc1ccc(CNC(=O)[C@H](C)NC(=O)[C@@H]2Cc3ccccc3CN2)cc1	0.0	-3	-3	-6
32	C[C@@H]1CCCCO[C@@H](CN(C)Cc2ccc(C(=O)O)cc2)[C@H](C)CN([C@@H](C)CO)C(=O)c2cc(NS(=O)(=O)c3ccc(Cl)cc3)ccc2O1	0.4	-6	4	-5

no.	S100A4 inh HTS	E-sel inducer	ERAP1 HTS inh	ERp5 block
16	3	-0.5	3	-4
17	-1	1.1	2	-2
18	5	0.2	3	1
19	-1	.	-2	-1
20	-2	.	-2	0
21	0	.	-15	4
22	0	-0.1	2	-15
23	-2	.	0	4
24	-1	-6.5	5	5
25	7	-0.1	-1	-4
26	1	0.2	.	0
27	-2	6.0	1	-2
28	2	9.7	2	-4
29	.	-0.3	.	.
30	-7	0.0	0	5
31	-2	.	2	1
32	-2	1.7	-28	3

# An unsorted share of the library. Share with any hit: about 2.5%.
